# All columns: NCI-60 one-dose screen, growth in % after 48 h at 10 µM unless noted; 100 = growth as untreated, 0 = no growth, -100 = all killed.
# HOP-92 – HOP-92 NSCLC cells; 71,000 compounds, 6.3% hits; AID 1794738
# RPMI-8226 – RPMI-8226 leukemia cells | 77,000 compounds, 7.5% hits | AID 1794781
# A549/ATCC – A549/ATCC NSCLC. AID 1794740. 81,000 compounds, 3.7% hits
# HOP-62 – HOP-62 NSCLC; 80,000 compounds, 3.9% hits; AID 1794735
# MOLT-4 – MOLT-4 leukemia cells; 80,000 compounds, 6.9% hits
# EKVX – EKVX NSCLC | 71,000 compounds, 3% hits
# CCRF-CEM – CCRF-CEM leukemia; 77,000 compounds, 7% hits; AID 1794778
# M14 – M14 melanoma. 80,000 compounds, 6.2% hits
# The depositor's hits bear a star; / = no result given. How the source made its calls: active means growth percent below 10; inactive means the rest.
1: O=C1NC(=Nc2ccc(S(=O)(=O)Nc3nccs3)cc2)S/C1=C\c1coc2ccccc2c1=O
2: Cc1cc(C)c2c(N)c(C(=O)c3cccs3)sc2n1
3: CN(C)CCN1C(=O)c2cccc3c(/C=C/CN4C(=O)c5cccc6cccc(c56)C4=O)ccc(c23)C1=O
4: O=C(Nc1cccnc1)c1ccc2ccc3ccc(C(=O)Nc4cccnc4)nc3c2n1
5: O=[N+]([O-])c1ccc(/C=N/N2CCCCCC2)cc1
6: Cn1cccc1/C=C1/SC(=S)N(CCc2ccc(O)cc2)C1=O
7: O=C(c1nc2ccccc2[nH]1)C1C(c2cccc(O)c2)C2CSCN2[C@@]12C(=O)Nc1ccccc12 (some centres not stated)
8: COc1ccc2[nH]cc(C3(c4c[nH]c5ccc(OC)cc45)C(=O)Nc4ccc(Cl)cc43)c2c1

assay / compound	1	2	3	4	5	6	7	8
HOP-92	95	/	94	24	/	88	98	/
RPMI-8226	101	/	-31*	19	88	/	82	36
A549/ATCC	100	106	85	22	99	62	95	64
HOP-62	99	119	89	9.2*	110	56	96	85
MOLT-4	/	94	34	32	88	31	91	5.8*
EKVX	/	107	109	54	77	61	97	43
CCRF-CEM	/	100	-44*	29	93	22	108	16
M14	105	126	78	15	102	20	97	74

9: O=C(Nc1cccc(Nc2ccc(Cl)nn2)c1)Nc1ccc(Cl)c(C(F)(F)F)c1
10: COC(=O)COc1ccc(/C=N/NC(=O)Cn2c(C(C)C)nc3ccccc32)cc1OC
11: CCC1(C(=O)c2ccccc2)C(C(=O)OC)=NC(=S)N=C1C(=O)OC
12: CC(=O)c1c(C)nc(-c2ccc(F)cc2)nc1-c1cccc(Oc2ccccc2)c1
13: COc1ccc(C2C(C#N)=C(/N=C/c3ccccc3)Oc3c2ccc2ccccc32)cc1 (configuration not stated)
14: COc1ccc(Cc2ccc(N(C)C)c(Cl)c2)cc1
15: COc1ccc2c(c1)/C(=C(\C#N)C(=O)c1ccccc1)C(=O)N2
16: COc1ccc(/C(Cl)=N\N=C(\Cl)c2c(Cl)c(OC)c(OC)c(OC)c2Cl)cc1

assay / compound	9	10	11	12	13	14	15	16
HOP-92	31	84	/	81	87	71	106	70
RPMI-8226	29	102	104	85	98	88	107	84
A549/ATCC	42	102	104	92	99	94	104	65
HOP-62	94	95	101	98	63	/	88	79
MOLT-4	31	108	119	83	91	/	104	57
EKVX	42	99	98	/	76	100	105	81
CCRF-CEM	37	95	/	88	95	/	108	70
M14	41	112	98	94	95	88	105	65

# Brought forward from above: four compounds, then new ones.
13: COc1ccc(C2C(C#N)=C(/N=C/c3ccccc3)Oc3c2ccc2ccccc32)cc1 (configuration not stated)
14: COc1ccc(Cc2ccc(N(C)C)c(Cl)c2)cc1
15: COc1ccc2c(c1)/C(=C(\C#N)C(=O)c1ccccc1)C(=O)N2
16: COc1ccc(/C(Cl)=N\N=C(\Cl)c2c(Cl)c(OC)c(OC)c(OC)c2Cl)cc1
17: C/C(=N\O)c1ccc(NC(=O)CCN2CCN(c3cc4c(cc3F)c(=O)c(C(=O)O)cn4C3CC3)CC2)cc1
18: Cc1cc2nc3c4ccccc4nc-3n(CCN(C)C)c2cc1C
19: O=[N+]([O-])c1ccc(NCCO)c([N+](=O)[O-])c1
20: Cc1cc(C)c2c(N)c(C(=O)Nc3ccc(OC(F)(F)F)cc3)sc2n1
21: Cc1cc2cc3cc(C)c(N(C)C)cc3nc2cc1N(C)C
22: COc1nc2c(ccc3c2cnn3-c2ccc(Cl)cc2)cc1S(=O)(=O)c1ccccc1
23: COc1cc(/C=C/C(=O)/C=C(/C=C/c2cc(OC)c(OC(=O)C(C)c3ccc(CC(C)C)cc3)c(OC)c2)OB(F)F)cc(OC)c1OC(=O)C(C)c1ccc(CC(C)C)cc1 (configuration not stated)
24: COc1ccc(OC)c(-n2cc(C#N)c(N)c2C(C)=O)c1

assay / compound	13	14	15	16	17	18	19	20	21	22	23	24
HOP-92	87	71	106	70	91	66	81	108	-37*	24	90	96
RPMI-8226	98	88	107	84	108	84	103	75	-0.2*	93	97	105
A549/ATCC	99	94	104	65	95	99	99	91	7.5*	60	101	90
HOP-62	63	/	88	79	89	76	/	95	23	27	101	96
MOLT-4	91	/	104	57	98	94	109	89	29	104	106	108
EKVX	76	100	105	81	104	75	74	65	35	/	100	100
CCRF-CEM	95	/	108	70	111	85	62	84	17	96	100	101
M14	95	88	105	65	105	/	103	90	37	84	100	97

25: O=C1Nc2ccccc2C2c3c[nH]c4cccc(c34)CN12 (configuration not stated)
26: Cc1c(O)c(Br)c(Br)c(Br)c1Br
27: COc1cccc(N2C(=N)/C(=C3\Nc4ccccc4S3)CC2=O)c1
28: OCCc1cccnc1
29: N#Cc1ncc(-c2cccnc2F)c(NC2CCCCCC2)n1
30: COc1ccc(NCc2cn(-c3ccc(C(=O)O)cc3)nc2-c2cc(C(F)(F)F)cc(C(F)(F)F)c2)cc1
31: Cc1ccc(/C=C(\C#N)n2nnc3cc(Cl)c(Cl)cc32)cc1
32: COc1ccc(/C=c2\c(=O)n(-c3ccccc3)c3nn4c(=O)c(=O)[nH]nc4n23)cc1

assay / compound	25	26	27	28	29	30	31	32
HOP-92	99	82	71	84	91	/	-7.8*	100
RPMI-8226	82	103	60	108	72	67	/	110
A549/ATCC	97	100	52	100	87	88	39	110
HOP-62	85	/	60	96	95	104	34	102
MOLT-4	89	81	23	97	/	86	9.5*	110
EKVX	94	/	92	100	/	90	36	104
CCRF-CEM	96	106	41	101	87	96	9.9*	106
M14	102	101	89	105	111	96	-23*	100

33: Brc1c(-c2ccccc2)nc2ccccc2c1Br
34: COC(=O)c1cccc(I)c1
35: O=c1[nH]c(=O)c2cc(Sc3ccc(Cl)cc3)ccc2[nH]1
36: C#CCOc1ccc(C(Nc2ccc(OC)cc2)c2nnnn2C2CCCCC2)cc1 (configuration not stated)
37: COc1ccc(NC(=O)Nc2ccc(OCc3cccc(OC)c3)cc2)cc1
38: CC1(O)C(c2ccccc2)=Nc2ccccc21 (configuration not stated)
39: COc1ccc(-c2c(-c3ccc(OC)c(O)c3)cnc3ncnn23)cc1
40: Fc1ccc(-c2nnc(/C=C/c3cn(-c4ccccc4)nc3-c3ccccc3)o2)cc1

assay / compound	33	34	35	36	37	38	39	40
HOP-92	/	/	/	94	123	90	95	/
RPMI-8226	93	98	93	/	97	96	108	104
A549/ATCC	107	95	92	92	100	101	100	75
HOP-62	92	92	98	99	102	101	111	87
MOLT-4	17	84	88	91	93	97	100	99
EKVX	81	102	115	87	100	101	98	103
CCRF-CEM	94	92	86	/	90	97	102	97
M14	85	100	100	97	102	107	106	93

41: COc1cc2cc(Oc3ccc(NC(=O)Nc4ccccc4)cc3)c(C)nc2cc1OC
42: CCOC(=O)c1ccc(N(CCC2CO2)S(=O)(=O)c2ccc(C)cc2)cc1 (configuration not stated)
43: CC/C(=C(\CC)c1cc(C)c(O)c(C)c1)c1ccccc1
44: CCCCCC(O)(CCCC)CCCCC
45: CC1=Nc2ccc([N+](=O)[O-])cc2N=C(C)C1
46: Clc1cc(Cl)cc(-c2cnc3nonc3n2)c1
47: CCOC(=O)/C(=C/c1ccc(Cl)cc1)N(CC)CC
48: CCOC(=O)C1=C(C)NC(SCc2nnc(-c3ccc(Cl)cc3)o2)=NC1c1ccc(Cl)cc1Cl (configuration not stated)

assay / compound	41	42	43	44	45	46	47	48
HOP-92	/	107	83	92	/	/	78	26
RPMI-8226	39	102	100	102	96	/	96	/
A549/ATCC	58	110	93	92	/	103	99	53
HOP-62	103	105	87	98	99	87	103	83
MOLT-4	38	102	101	106	101	93	102	11
EKVX	64	101	93	/	/	102	103	77
CCRF-CEM	55	88	102	99	/	50	97	27
M14	94	103	98	117	106	90	103	65

49: Cn1c(S)c(N=Nc2ccccc2)sc1=O
50: Cc1cc(O)c2c(C)cc(=O)oc2c1
51: COc1cc(C(=O)c2cnc(-c3ccc4cc[nH]c4c3)[nH]2)cc(OC)c1OC
52: Cc1cc(=O)oc2cc(OC(=O)N3CCN(C)CC3)ccc12
53: COc1cccc(CNC(=O)c2cccc(C3CC(=O)c4c(cc(OC)c(OC)c4OC)O3)c2)c1 (configuration not stated)
54: NS(=O)(=O)c1nc2ccccc2[nH]1
55: N[C@@H]1[C@@H](O)[C@H](O)[C@@H](CO)O[C@H]1O
56: CCOC(=O)c1ccc(Nc2cc(N)nc(N)n2)cc1

assay / compound	49	50	51	52	53	54	55	56
HOP-92	24	86	-2.6*	103	20	83	103	89
RPMI-8226	52	90	-0.6*	108	33	/	106	88
A549/ATCC	91	77	8.9*	103	81	77	/	99
HOP-62	85	74	13	104	67	98	110	/
MOLT-4	98	103	7.1*	98	67	85	117	98
EKVX	75	97	28	99	72	103	109	104
CCRF-CEM	62	87	5.9*	104	13	/	114	98
M14	74	90	5.0*	96	41	106	109	118

57: CN1C(=O)C(C2SC(=S)N(C)C2=O)SC1=S (configuration not stated)
58: CCCCc1nc(Cl)c(C2CC(c3ccc(OC)cc3)=NN2c2cc(Cl)cc(Cl)c2)[nH]1 (configuration not stated)
59: COc1ccc(OCC(CO)N2CCN(c3ccccc3)CC2)cc1 (configuration not stated)
60: Cc1cn(-c2cc(NC(=O)c3cncc(C#Cc4cnc(N)c5ncccc45)c3)cc(C(F)(F)F)c2)cn1
61: COc1ccc([C@@H](C(=O)O)[C@@H](C(=O)O)c2ccc(OC)cc2)cc1
62: COc1ccc(C(=O)Nc2sc3c(c2C#N)CCC(=O)C3)cc1C(F)(F)F
63: O=C(O)c1c([N+](=O)[O-])cnc2ccccc12
64: Clc1cccc(Cl)c1C[N+]12CN3CN(CN(C3)C1)C2

assay / compound	57	58	59	60	61	62	63	64
HOP-92	105	96	81	43	97	-31*	131	/
RPMI-8226	99	92	131	51	116	4.4*	108	97
A549/ATCC	100	90	100	88	95	25	102	99
HOP-62	96	95	118	71	89	-10.0*	91	96
MOLT-4	101	82	116	35	112	3.4*	105	90
EKVX	93	85	108	85	94	-0.3*	58	101
CCRF-CEM	106	90	112	33	108	5.1*	127	101
M14	96	102	100	30	95	-17*	93	95

# Complete entries from above. Screens in order: HOP-92	RPMI-8226	A549/ATCC	HOP-62	MOLT-4	EKVX	CCRF-CEM	M14
# COc1ccc(C(=O)Nc2sc3c(c2C#N)CCC(=O)C3)cc1C(F)(F)F is entered as -31*	4.4*	25	-10.0*	3.4*	-0.3*	5.1*	-17*
# CCCCc1nc(Cl)c(C2CC(c3ccc(OC)cc3)=NN2c2cc(Cl)cc(Cl)c2)[nH]1 (configuration not stated) is entered as 96	92	90	95	82	85	90	102
# CN1C(=O)C(C2SC(=S)N(C)C2=O)SC1=S (configuration not stated) is entered as 105	99	100	96	101	93	106	96
# COc1ccc(OCC(CO)N2CCN(c3ccccc3)CC2)cc1 (configuration not stated) is entered as 81	131	100	118	116	108	112	100
